ERAP1 inh = blocks human ERAP1 aminopeptidase activity; 340,000 compounds, 0.15% hits; recombinant ERAP1, Leu-AMC fluorescence, 60 min; AID 652197; inhibition, % at 10.7 µM; Q9NZ08;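 active = mean replicate inhibition of at least 30%, or all replicates individually reaching that 30% level; inactive = mean below 30% and not every replicate reaching it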;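 also: 0% = neutral control wells and 100% = L-leucinethiol positive control wells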
S100A4 MyoIIA = blocks human S100A4 binding to myosin IIA peptide. P26447. S100A4/TAMRA-MyoIIA peptide fluorescence polarization. inhibition, % at 10.7 µM. 360,000 compounds, 0.14% hits;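 active = mean inhibition of at least 70% across replicates, with every replicate also reaching that level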
Target sequence (P26447 whole entry, looked up): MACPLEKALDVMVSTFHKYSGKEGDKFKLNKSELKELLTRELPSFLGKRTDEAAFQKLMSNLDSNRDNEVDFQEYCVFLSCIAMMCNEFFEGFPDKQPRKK
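Material: human S100A4 monomer with TAMRA-labelled myosin IIA peptide; buffer or medium: HEPES pH 7.2 with CaCl2, KCl, NaCl, DTT, Triton; compound dosing: one concentration per compound; schedule: 5 min incubation before reading; benchmarks: neutral control DMSO, positive control TFP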
XiGFP reactiv = X-chromosome reactivation activator | XiGFP mouse fibroblasts, % GFP-positive cells imaging, 3 d; cells co-treated with 5-aza-dC sensitizer; scaled so ellipticine positive control = 100% | activation, % at 7.58 µM | 360,000 compounds, 0.055% hits | AID 743238;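 active = mean normalized replicate activation at least 10% and every replicate at or above 10%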;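 also: 0% = median of on-plate neutral control wells and 100% = ellipticine 6 µM median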
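System: XiGFP fibroblasts, SV40-immortalized. Medium: DMEM plus 5-aza-dC sensitizer. Doses: single point. Timing: 3 d treatment, 15 min room-temperature fixation. Control set: ellipticine 6 µM.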
SIRT5 inh = inhibitors of human sirtuin-5 desuccinylase; inhibition, % at 15 µM; Purified SirT5, succinyl-peptide AMC, trypsin-coupled fluorescence; 330,000 compounds, 1.1% hits; in the data active = inhibition above about 15%
Target sequence (Q9NXA8 whole entry, looked up): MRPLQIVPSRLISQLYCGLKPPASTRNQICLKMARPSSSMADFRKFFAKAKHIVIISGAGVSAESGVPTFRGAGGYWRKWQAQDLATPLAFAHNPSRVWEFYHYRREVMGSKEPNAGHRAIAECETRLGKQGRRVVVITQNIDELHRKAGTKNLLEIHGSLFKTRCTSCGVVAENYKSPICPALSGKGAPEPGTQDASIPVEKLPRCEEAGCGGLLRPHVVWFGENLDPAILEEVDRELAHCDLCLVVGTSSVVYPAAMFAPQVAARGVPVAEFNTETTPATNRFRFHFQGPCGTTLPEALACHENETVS
Cneo AK release = causes C. neoformans cell lysis; 360,000 compounds, 0.2% hits; lysis activity, % at 15 µM; adenylate kinase release luminescence, 4 h; normalised: neutral wells 0, clomiphene wells 100;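 active = mean lysis activity across replicates of at least 80%, whatever share of replicates individually reach that level; inactive = mean lysis activity below 80%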
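Test system: log-phase Cryptococcus neoformans yeast cells; Quantity: yeast cell density of 5 × 10^6 cells/mL; Buffer or medium: YPD; Doses: single compound concentration per well; Timing: 4 h at 37 °C static, read 1 h later; Measured by: AK luminescence; Read-out basis: lysis from increased AK signal; Control set: Clomiphene as positive control.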
Statin myotox sup = protects C2C12 myotubes from simvastatin toxicity; 330,000 compounds, 0.78% hits; ATP luminescence, 48 h; scaled: DMSO 0, geranylgeraniol control 100; AID 602340; rescue of ATP level, % at 7.49 µM;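 active = mean ATP rescue above about 67%, or every replicate alone reaching that limit, limit read from the data, passing the limit was not always enough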;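 also: myotubes were challenged with 10 µM simvastatin during compound exposure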
PGC1a acetyl inh = modulators of PGC1a acetylation. U2OS PGC1a acetylation, AlphaScreen anti-acetyl-lysine; with virally co-expressed GCN5 acetyltransferase. inhibition, % at 15.6 µM. 350,000 compounds, 0.17% hits;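 active = every replicate shows inhibition of at least 40%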;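 also: 0% = neutral control wells and 100% = positive control wells; some results beyond the cut were filed as inactive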
LGR2 antag = inhibitors of bursicon-induced Drosophila LGR2 receptor cAMP signaling. AID 720647. HEK293 LGR2, CRE-luciferase, bursicon-stimulated, 4 h. inhibition, % at 9.99 µM. 380,000 compounds, 0.35% hits;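 active = drop in luminescence signal, shown as inhibition above about 50% in the replicate tests, limit read from the data, passing the limit was not always enough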;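 also: agonist challenge used bursicon conditioned medium at about half maximal strength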
An asterisk follows results filed as active; . = not tested or not shown. A portion of the library; rates above refer to the full screens.

Fields – ERAP1 inh, S100A4 MyoIIA, XiGFP reactiv, SIRT5 inh, Cneo AK release, Statin myotox sup, PGC1a acetyl inh, LGR2 antag
> CC1Cc2cc(/C(O)=C3/C(=O)C(=O)N(Cc4ccncc4)C3c3ccc(N(C)C)cc3)ccc2O1 (stereo not drawn)
→ -1, 6, 0.3, 9, 0, -2, ., -15
> CCCOc1ccc2cc(-c3ccccn3)c(=O)oc2c1
→ -22, -5, 0.0, -36, -5, -57, 8, 88*
> CO[C@@H]1CN(C)C(=O)c2cc(NC(=O)c3ccno3)ccc2OC[C@@H](C)NC[C@@H]1C
→ -3, -29, 0.0, 2, -2, 7, -1, 14
> CC(C)Cc1c2c([nH]c(=S)c1C#N)CCCC2
→ ., ., 0.1, ., -2, -10, -6, 3
> COc1ccc([Si](C)(C)[C@@H]2[C@@H](CCn3cc([C@H](O)c4ccccc4)nn3)O[C@]3(C(=O)N(Cc4cccc(N5CCOC5=O)c4)c4ccccc43)[C@H]2C)cc1
→ 0, -3, ., 13, 1, ., -7, .
> COc1ccc(N2CCN(C(=O)CCS(=O)(=O)c3ccc4c(c3)NC(=O)CO4)CC2)cc1
→ -1, -7, 0.0, -10, -1, -5, -2, 10
> CCCC#Cc1ccc([C@H]2[C@@H](CO)N3CCCCN(C(=O)NC4CCCC4)C[C@@H]23)cc1
→ ., ., 0.0, ., -2, -1, 9, -3
> Cn1cnc(S(=O)(=O)N2CCN(c3cccc(C(F)(F)F)c3)CC2)c1
→ -6, -5, 0.2, 0, 6, -5, -12, 18
> CCOC(=O)N1CCN(S(=O)(=O)c2ccc(C(=O)N(CCCN(C)C)c3nc4c(C)c(C)ccc4s3)cc2)CC1
→ 0, -2, 0.0, 0, 2, -4, -18, -7
> Cc1ccccc1N1CCN(C2=NC(=O)/C(=C\c3cccs3)S2)CC1
→ -3, -1, 0.0, -2, ., ., ., -100
> CC1(c2nnnn2-c2ccc3c(c2)OCCO3)CCC(=O)N1Cc1cccc(C(F)(F)F)c1 (stereo not drawn)
→ -4, 5, 0.1, ., ., ., ., 0
> CCCC(=O)NNc1c2ccccc2nc2ccccc12
→ ., ., -0.1, ., -1, 7, -10, -13
> N#Cc1c(NC(=O)CSc2ccccn2)oc(-c2ccccc2)c1-c1ccccc1
→ ., ., ., ., 1, 23, -8, 14
> Cc1ccc(Nc2c([N+](=O)[O-])ccc3nonc23)c(C)c1
→ -2, 5, 0.0, -2, ., 15, ., -16
> O=C(Cn1c2[n+](c3ccc(C(F)(F)F)cc31)CCCCC2)c1cccc([N+](=O)[O-])c1
→ -3, -17, 0.1, ., 0, -12, ., 3
> O=C([C@@H]1CC=C[C@@H]2CCN(C3CCCCC3)C(=O)[C@@H]21)N1CCN(c2ccccc2)CC1
→ -1, -2, 0.0, ., 1, 8, ., 7
> Cc1nn(C)c(C)c1/C=N/NC(=O)CCn1cc([N+](=O)[O-])cn1
→ 8, -13, -0.1, -2, ., ., ., 13
> O=C1CCc2ccc(NC(=O)C3CC3)cc2N1
→ 0, -1, 0.3, ., 1, 2, ., 4
> C=CCn1c(SCCN2CCCCC2)nc2c1c(=O)[nH]c(=O)n2C
→ 5, 1, -0.2, 1, 1, -4, 2, -6
> Cc1cc(C)n(C(=O)N(c2ccccc2)c2ccccc2)n1
→ 0, 0, 0.0, -4, 7, -15, 6, 5
> CC1C(c2ccccc2)OCCN1C=NC#N (stereo not drawn)
→ 0, -4, 0.3, -3, 0, 0, 4, 12
> Cc1ccccc1CNC(=O)C(=O)NCCC1CCCCN1S(=O)(=O)c1cccs1 (stereo not drawn)
→ -2, -1, 0.1, -4, ., ., ., -10
> CN(C[C@H]1N[C@@H](CO)[C@@H]1c1ccc(-c2cccnc2)cc1)C(=O)c1ccccc1
→ ., ., -0.1, ., -5, -100, -25, -8
> ClCCn1cnc2c(SCc3ccccc3Cl)ncnc21
→ -7, 0, 0.0, 1, 1, 4, 19, -30
> CCCCn1c(N)c(N(CC(C)C)C(=O)CCNC(=O)c2ccc([N+](=O)[O-])cc2)c(=O)[nH]c1=O
→ -4, 5, 0.1, -1, 1, 4, -1, -2
> C[C@H]1CN=C(Nc2ccccc2)N1CC1CCC1
→ 1, 2, 0.0, -3, -5, 13, 12, -13
> O=C(C[C@@H]1CC[C@@H](NC(=O)c2ccc(F)cc2)[C@@H](CO)O1)NCCc1ccncc1
→ -2, 1, 0.0, 8, -1, 2, 5, 30
> C[C@@H]1CN([C@H](C)CO)C(=O)c2cc(C#Cc3ccccc3F)cnc2O[C@H]1CN(C)C(=O)Cc1ccccc1
→ 3, -2, 1.4, 2, -6, 19, -6, 21
> Cc1ccc(-c2cnc3c(c2)C(=O)N([C@H](C)CO)C[C@@H](C)[C@H](CN(C)C(=O)Cc2cccnc2)O3)cc1
→ -4, 9, -1.2, 0, -1, -3, -17, -4
> COc1ccc(S(=O)(=O)Nc2ccc3c(c2)C(=O)N([C@@H](C)CO)C[C@@H](C)[C@H](CN(C)S(=O)(=O)c2ccc(C)cc2)O3)cc1
→ 0, -12, -0.8, 4, 0, 13, 2, -26

The list goes on; it opens with the two that closed the last part.
Fields – ERAP1 inh, S100A4 MyoIIA, XiGFP reactiv, SIRT5 inh, Cneo AK release, Statin myotox sup, PGC1a acetyl inh, LGR2 antag
> Cc1ccc(-c2cnc3c(c2)C(=O)N([C@H](C)CO)C[C@@H](C)[C@H](CN(C)C(=O)Cc2cccnc2)O3)cc1
→ -4, 9, -1.2, 0, -1, -3, -17, -4
> COc1ccc(S(=O)(=O)Nc2ccc3c(c2)C(=O)N([C@@H](C)CO)C[C@@H](C)[C@H](CN(C)S(=O)(=O)c2ccc(C)cc2)O3)cc1
→ 0, -12, -0.8, 4, 0, 13, 2, -26
> O=C(CSc1ccc2nnc(-c3cccnc3)n2n1)NCc1ccco1
→ 2, -11, 0.0, 5, 1, -7, 8, -1
> COc1ccc(CC(=O)NNc2ncnc3c2cnn3C)cc1OC
→ 9, -3, 0.1, -2, ., ., ., 14
> CC(C)CCNC(=O)[C@H](CSCc1ccccc1)N1Cc2ccccc2C1=O
→ -4, 6, 0.6, ., 0, 11, -4, 5
> COc1ccc(OCC(=O)Nc2ccc(NC(=O)c3cccs3)c(OC)c2)cc1
→ -7, 22, -0.1, -2, 1, 2, ., -1
> Cc1ccc(-c2ccc3c(c2)O[C@H](CN(C)Cc2cccnc2)[C@@H](C)CN([C@H](C)CO)S3(=O)=O)cc1
→ -2, -8, -1.2, 6, 60, -44, -10, 13
> C[C@@H]1CCCCO[C@@H](CN(C)Cc2ccccc2)[C@@H](C)CN([C@H](C)CO)C(=O)c2cc(NS(=O)(=O)c3cccs3)ccc2O1
→ -41, 0, 0.0, -3, 1, ., 6, -10
> COc1ccc(CC(=O)NN2C(=O)c3ccccc3C2=O)cc1
→ ., ., 0.0, ., 0, -4, -6, 6
> O=C(NC1CCCC1)C1CCCN1S(=O)(=O)c1cccc2cccnc12 (stereo not drawn)
→ ., -1, 0.1, ., -1, -2, -1, 1
> CCC(=Nc1ccccc1O)C1=C(O)CC(c2ccccc2)CC1=O (stereo not drawn)
→ -5, -1, -0.1, -1, 2, 35, -2, 6
> COc1ccc(OC)c(NC(=O)Cn2c(C)nc3ccccc3c2=O)c1
→ 1, -1, 0.0, 15, ., 13, -10, -15
> O=C(C1CC1)N1CCc2cc(S(=O)(=O)N3CCOCC3)ccc21
→ ., ., ., ., 1, 0, -2, 2
> O=C1c2ccccc2C(=O)N1CCCCSc1nc2ccccc2o1
→ ., ., ., ., -7, 10, -2, 11
> CCCSc1nc(O)c(C(c2ccc(OC)c(O)c2)c2c(O)nc(SCCC)n(C)c2=O)c(=O)n1C
→ 1, -5, 0.0, -2, 1, ., ., 6
> CC1(C)CC(=O)c2cc(NC(=O)c3ccc(F)cc3)c(=O)oc2C1
→ 5, 3, 0.2, -3, ., ., ., -14
> O=C(COc1ccc(S(=O)(=O)N2CCCC2)cc1[N+](=O)[O-])N1CCCC1
→ 1, -1, 0.0, -1, 1, 1, -3, -7
> Cc1cc(F)ccc1C(O)c1ncc(-c2ccccc2Cl)[nH]1 (stereo not drawn)
→ 10, -1, 0.2, -3, 0, 5, ., -3
> O=C(NC1CCCCC1)N[C@@H]1CC[C@@H](CCNS(=O)(=O)c2ccccc2)O[C@H]1CO
→ 3, -5, -0.3, 10, -1, 13, 2, -4
> COc1ccc(/C=C/C(=O)NCCCN2CCOCC2)cc1
→ 2, -5, 0.0, -2, -5, -6, -12, -3
> CC(C)Oc1cc(F)ccc1-c1cc(C(=O)Nc2cccc(Cl)c2)[nH]n1
→ -3, -1, 0.0, -1, -1, 0, -7, -10
> O=C(CSc1ccc(S(=O)(=O)N2CCCC2)cn1)Nc1ccc([N+](=O)[O-])cc1C(F)(F)F
→ 0, -1, 0.0, 2, -1, -12, -4, -7
> COc1cc(/C=N/NC(=O)c2ccncc2)ccc1OC(=O)c1cccc(Br)c1
→ -1, -4, 0.5, -3, 0, 6, ., 22
> O=C(COC(=O)CNC(=O)c1ccccc1)Nc1ccc2c(c1)OCO2
→ 0, -3, 0.1, 1, ., ., ., 17
> Cc1c(C(=O)NCCSCc2c(F)cccc2Cl)cnn1-c1ccc(Cl)cc1
→ -1, -1, 0.3, -4, 4, 19, -51, .
> CO[C@H]1CN(C)C(=O)c2ccc(NC(=O)Nc3cc(F)ccc3F)cc2OC[C@H](C)NC[C@H]1C
→ -2, -3, 0.0, 2, -1, 9, 5, 6
> Cc1ccc(C(=O)O)cc1NC(=O)CSc1ncnc2sc3c(c12)CCC3
→ -1, 1, -0.1, -2, ., ., 10, 13
> Nc1cc(C(=O)OCC(=O)N2CCCC2=O)ccc1Cl
→ -6, 18, 0.1, -3, 0, 6, ., -10
> CN(C(=O)COC(=O)c1cc([N+](=O)[O-])ccc1N1CCCC1)C1CCS(=O)(=O)C1 (stereo not drawn)
→ 6, 3, 0.1, 3, ., ., ., -2
> CC(C)(C)NC(=O)CSc1nc(-c2ccccc2)c(-c2ccccc2)[nH]1
→ ., ., ., ., 4, -66, 15, 11
> COc1ccccc1CNC(=O)c1ccc(N(C)S(=O)(=O)c2ccc(C)cc2)cc1
→ -1, 2, 0.2, -1, 4, 4, ., 18
> N#Cc1ccc(-c2ccc3c(c2)[C@H]2[C@H](CCN2C(=O)c2ccccc2F)[C@@H](CO)N3)cc1
→ 0, 2, -0.1, -2, -2, -35, 2, 21
> COCC(=O)N[C@H]1CC[C@@H](CC(=O)NCc2ccccc2OC)O[C@H]1CO
→ 4, -1, 0.0, 2, 4, 17, 7, 8
> Nc1sc2c(c1C(=O)NCCc1ccccc1)CCCC2
→ ., 1, 0.1, -2, ., ., ., -18
> CCOc1cc(/C=C2\COc3ccccc3C2=O)ccc1OCC(=O)N(C)C
→ 2, 1, 0.4, -3, -7, 24, ., 2
> COc1cccc(CNC(=O)[C@H]2CCCN2C(=O)[C@H]2CCCN2)c1
→ 1, -3, 0.2, ., ., ., ., -6
> CCOC(=O)NC(=O)c1cn(Nc2ncc(C(F)(F)F)cc2Cl)c(=O)[nH]c1=O
→ -2, -7, 0.0, -4, ., -6, 0, -3
> N=C(SC1CC(=O)N(c2ccc(F)cc2)C1=O)N1N=C(c2ccccc2)CC1c1ccccc1 (stereo not drawn)
→ -1, -14, 0.0, ., ., ., -3, 12
> O=C(Cn1c(=O)oc2ccc(Cl)cc21)Nc1ccon1
→ -1, -2, 0.0, -2, -1, 8, -10, -8
> COc1cc2cc(CCCOC(=O)c3ccc(C#N)cc3)oc(=O)c2cc1OC
→ 2, 2, 0.2, ., -1, -6, ., 4
> CC(=O)c1c(C)[nH]c(C(=O)OCC(=O)Nc2ccc(Cl)c(S(=O)(=O)N(C)C)c2)c1C
→ -2, 3, 0.0, 7, ., -11, -6, 15
